UBC13 inh = blocks human UBC13 polyubiquitin chain formation | P61088 | TR-FRET | inhibition, % at 20 µM | 330,000 tested, 0.47% active | AID 485273; in the data active = inhibition above about 45%, passing the limit was not always enough
Target sequence (P61088 whole entry, looked up): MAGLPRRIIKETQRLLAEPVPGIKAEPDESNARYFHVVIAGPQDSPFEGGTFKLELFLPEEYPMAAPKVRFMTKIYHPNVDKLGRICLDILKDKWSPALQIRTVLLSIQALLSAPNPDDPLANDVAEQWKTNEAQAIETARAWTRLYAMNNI
CXCR6 block = blocks human CXCR6 beta-arrestin recruitment; O00574; CHO-K1 PathHunter CXCR6 beta-arrestin, luminescence; inhibition, % at 20 µM; 360,000 tested, 0.36% active; AID 602244; in the data active = inhibition above about 34%, passing the limit was not always enough;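 also: antagonist mode with CXCL16 agonist at 10 nM final; 0% = 10 nM CXCL16 with DMSO and 100% = unstimulated wells without agonist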
Target sequence (O00574 whole entry, looked up): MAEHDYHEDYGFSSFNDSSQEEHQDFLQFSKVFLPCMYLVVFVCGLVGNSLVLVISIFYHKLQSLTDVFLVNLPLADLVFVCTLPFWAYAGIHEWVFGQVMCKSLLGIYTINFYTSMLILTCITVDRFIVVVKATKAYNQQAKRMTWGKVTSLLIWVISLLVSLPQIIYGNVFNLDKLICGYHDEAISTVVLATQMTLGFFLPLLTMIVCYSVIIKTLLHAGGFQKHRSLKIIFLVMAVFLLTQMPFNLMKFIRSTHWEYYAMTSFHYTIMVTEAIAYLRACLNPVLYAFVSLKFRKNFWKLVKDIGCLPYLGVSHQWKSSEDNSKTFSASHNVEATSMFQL
APJ antagonist = blocks the human apelin receptor APJ. P35414. CHO-K1 APJ beta-arrestin complementation, luminescence. inhibition, % at 20 µM. 330,000 tested, 0.32% active. AID 2521;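 active = inhibition above about 40% at 20 µM, limit read from the data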;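 also: cells challenged with 10 nM apelin-13 agonist together with compound; plate controls were apelin-13 plus DMSO wells for no effect and DMSO wells lacking apelin-13 for full effect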
APJ agonist = activates the human apelin receptor APJ | 330,000 tested, 0.11% active | CHO-K1 APJ PathHunter beta-arrestin, luminescence; 0% DMSO wells, 100% apelin | activation, % at 20 µM;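 active = activation more than six SD over the plate average, tested at 20 µM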;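 also: 0% = DMSO alone and 100% = apelin-13 at 10 nM; some results filed as inactive read as strong as hits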
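Assay system: CHO-K1 APJ beta-arrestin complementation cell line / Compound: single test compound dose, 20 µM final, 1% DMSO / Times: overnight seeding, 90 min compound at 25 °C, 1 h detection / Technique: beta-gal luminescence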
EBI2 antag = antagonists of human EBI2 receptor | P32249 | EBI2 beta-arrestin recruitment, luminescence, 7a,25-OHC stimulated | inhibition, % at 5 µM | 360,000 tested, 0.81% active; in the data active = inhibition above about 38%;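 also: enzyme fragment complementation signal reports receptor beta-arrestin coupling in cells; 0% = agonist plus DMSO wells and 100% = wells without agonist; some results beyond the cut were filed as inactive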
ATG4B inh = blocks human ATG4B protease cleavage of LC3 substrate. Q9Y4P1. ATG4B cleavage of LC3-PLA2, NBD-HPC fluorescence, 1 h. inhibition, % at 8.33 µM. 340,000 tested, 0.51% active. AID 504462; in the data active = inhibition above about 40%
Target sequence (Q9Y4P1 whole entry, looked up): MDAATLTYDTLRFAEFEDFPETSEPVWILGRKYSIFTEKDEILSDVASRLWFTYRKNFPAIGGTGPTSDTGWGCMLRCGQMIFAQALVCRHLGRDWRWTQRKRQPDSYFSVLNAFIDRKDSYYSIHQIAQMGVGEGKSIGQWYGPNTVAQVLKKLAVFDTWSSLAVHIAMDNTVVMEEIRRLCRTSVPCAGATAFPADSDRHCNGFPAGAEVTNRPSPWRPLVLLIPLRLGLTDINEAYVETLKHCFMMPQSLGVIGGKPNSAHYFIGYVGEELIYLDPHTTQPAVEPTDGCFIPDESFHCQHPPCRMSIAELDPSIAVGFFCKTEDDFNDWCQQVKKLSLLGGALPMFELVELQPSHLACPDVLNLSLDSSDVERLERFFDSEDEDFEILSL
Gli-Sufu antag = Gli-Sufu pathway antagonism; Sufu-KO-LIGHT fibroblasts, Gli luciferase reporter luminescence; inhibition, % at 5 µM; 340,000 tested, 0.74% active; AID 588413;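 active = inhibition above about 55%, limit read from the data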;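 also: 0% = DMSO-treated cells and 100% = wells with medium but no cells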
CCR6 antag = antagonists of human CCR6 receptor; CHO-K1 CCR6 PathHunter beta-arrestin, luminescence, CCL20-stimulated; inhibition, % at 20 µM; 340,000 tested, 0.49% active;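 active = compounds whose inhibition of the agonist-driven luminescence signal at 20 µM reaches about 50%, limit read from the data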;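 also: cells stimulated with CCL20 at 14 nM final; plate controls were DMSO with CCL20 for no effect and DMSO without agonist for full effect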
* = called active by the depositor.

Cc1nc2c3ccccc3nc(SCC(=O)N3CC(C)CC(C)C3)n2n1 (stereo not drawn) was read as UBC13 inh -11.2, CXCR6 block -6.8, APJ antagonist 12.3, APJ agonist -2.5, EBI2 antag 2.8, ATG4B inh -1.2, Gli-Sufu antag 5.9 and CCR6 antag 6.5.
Screening Cc1cc(NC(=O)C(C)SCC(=O)NCc2ccc(F)cc2)no1 (stereo not drawn) returned UBC13 inh -8.8, CXCR6 block 6.4, APJ antagonist -5.2, APJ agonist -1.4, EBI2 antag -4.8, ATG4B inh -1.1, Gli-Sufu antag 4.3 and CCR6 antag 6.3.
`CCOc1ccccc1-n1c(CN2CCN(C(=O)c3ccco3)CC2)nc2ccccc2c1=O` gave UBC13 inh -11.9, CXCR6 block 0.6, APJ antagonist -1.4, APJ agonist -1.1, EBI2 antag -2.0, ATG4B inh 9.3, Gli-Sufu antag 12.2 and CCR6 antag 2.4.
Screening CCNC(=O)N1CCC(n2nccc2NC(=O)CCOc2ccccc2)CC1 returned UBC13 inh -3.3, CXCR6 block 2.5, APJ antagonist 17.1, APJ agonist -2.9, EBI2 antag -8.0, ATG4B inh 8.1, Gli-Sufu antag 1.1 and CCR6 antag -10.5.
Screening CN(C)CCCNC(=O)CCC1CCCCC1 returned UBC13 inh 5.2, CXCR6 block 2.0, APJ antagonist -2.5, APJ agonist -0.5, EBI2 antag -3.0, ATG4B inh -3.6, Gli-Sufu antag 21.0 and CCR6 antag 0.8.
Screening COc1ccc(NS(=O)(=O)NC(=O)c2cn(C)c3ccccc23)cc1 returned UBC13 inh -2.7, CXCR6 block 1.5, APJ antagonist -3.4, APJ agonist 5.2, EBI2 antag -4.0, ATG4B inh 6.6, Gli-Sufu antag -1.0 and CCR6 antag 4.5.
`COc1ccccc1N1CCN(CCCNC(=O)C2CCCN(c3ncnc4c3nc3n4CCCCC3)C2)CC1` (stereo not drawn) gave UBC13 inh 23.3, CXCR6 block 9.2, APJ antagonist -10.6, APJ agonist 0.5, EBI2 antag -6.2, ATG4B inh -7.0, Gli-Sufu antag 35.3 and CCR6 antag -1.1.
Screening Cc1cc(Cl)ccc1N(CC(=O)NCc1ccccc1)S(C)(=O)=O returned UBC13 inh 3.7, CXCR6 block -4.3, APJ antagonist -20.3, APJ agonist -0.3, EBI2 antag -5.0, ATG4B inh -0.9, Gli-Sufu antag -5.2 and CCR6 antag 3.5.
CCOc1ccc(S(=O)(=O)N2CCC(C(N)=O)CC2)c2ccccc12 was read as UBC13 inh -4.4, CXCR6 block 9.7, APJ antagonist 4.5, APJ agonist 1.0, EBI2 antag -1.1, ATG4B inh -2.9, Gli-Sufu antag 2.2 and CCR6 antag 7.1.
`Cc1cc(=O)n2nc(N3CCCC(C(=O)NCc4cccc(Br)c4)C3)sc2n1` (stereo not drawn) gave UBC13 inh -4.5, CXCR6 block 0.2, APJ antagonist -26.3, APJ agonist -2.6, EBI2 antag -2.9, ATG4B inh 18.5, Gli-Sufu antag 7.1 and CCR6 antag 16.9.
Screening Cc1ccc(CSCc2nnc(SCC(=O)N3CCN(c4ccccc4)CC3)n2C)cc1 returned UBC13 inh -5.9, CXCR6 block 5.7, APJ antagonist -7.2, APJ agonist -1.9, EBI2 antag 0.9, ATG4B inh -0.8, Gli-Sufu antag -5.3 and CCR6 antag 12.8.
O=C(CCc1nc2ccccc2c(=O)[nH]1)NNC(=O)COc1ccc(Br)cc1 was read as UBC13 inh 8.0, CXCR6 block 0.6, APJ antagonist 13.7, APJ agonist -2.8, EBI2 antag 59.2*, ATG4B inh 6.2, Gli-Sufu antag 1.5 and CCR6 antag 16.1.
O=C1c2ccccc2C(=O)N1CC(=O)N1c2ccccc2CCc2ccccc21 was read as UBC13 inh 2.1, CXCR6 block 6.5, APJ antagonist 13.0, APJ agonist -0.3, EBI2 antag 1.0, ATG4B inh -5.0, Gli-Sufu antag 4.7 and CCR6 antag 5.9.
For Cc1ccc(Cn2c(=N)c(C(=O)NC3CCCCC3)cc3c(=O)n4ccccc4nc32)cc1 the results were UBC13 inh 16.1, CXCR6 block 8.5, APJ antagonist -0.5, APJ agonist -5.0, EBI2 antag 13.3, ATG4B inh -3.8, Gli-Sufu antag 35.8 and CCR6 antag 9.6.
Screening CCOc1ccc(CNS(=O)(=O)c2c(C(=O)N3CCCC3)c(C)n(C)c2C)cc1OC returned UBC13 inh -6.3, CXCR6 block 4.1, APJ antagonist 30.1, APJ agonist -1.3, EBI2 antag 1.7, ATG4B inh 9.7, Gli-Sufu antag 18.0 and CCR6 antag 0.8.
For CC(C)Cn1c(SCC(=O)N2CCN(C(=O)c3ccco3)CC2)nc2ccccc2c1=O the results were UBC13 inh 7.4, CXCR6 block -8.1, APJ antagonist 17.4, APJ agonist -3.7, EBI2 antag -8.8, ATG4B inh -2.5, Gli-Sufu antag 4.9 and CCR6 antag 12.9.
CC(C)[C@H](NC(=O)N1CC(=O)Nc2ccccc21)C(=O)N[C@H](Cc1c[nH]c2ccccc12)C(=O)O was read as UBC13 inh -6.0, CXCR6 block -6.1, APJ antagonist 11.3, APJ agonist -3.6, EBI2 antag -3.4, ATG4B inh -28.4, Gli-Sufu antag 29.9 and CCR6 antag -8.0.
For O=S(=O)(Nc1ccc2c(c1)CCC2)c1cccs1 the results were UBC13 inh 4.2, CXCR6 block 2.3, APJ antagonist -22.6, APJ agonist -2.9, EBI2 antag -4.2, ATG4B inh 10.1, Gli-Sufu antag -5.5 and CCR6 antag 6.7.
Screening CC1c2ccccc2N(S(=O)(=O)c2ccccc2)C1C (stereo not drawn) returned CXCR6 block 0.8, EBI2 antag 5.0, ATG4B inh -3.2, Gli-Sufu antag -2.9 and CCR6 antag 23.8.
`N#Cc1c(NC(=O)CSc2nc3ccccc3c(=O)n2Cc2ccco2)sc2c1CCCC2` gave UBC13 inh -2.3, CXCR6 block -2.8, APJ antagonist -1.4, APJ agonist -0.4, EBI2 antag 6.2, ATG4B inh -14.7, Gli-Sufu antag 3.6 and CCR6 antag 0.5.

Reprinted from the part before: 2 compounds; new compounds follow.
Screening CC1c2ccccc2N(S(=O)(=O)c2ccccc2)C1C (stereo not drawn) returned CXCR6 block 0.8, EBI2 antag 5.0, ATG4B inh -3.2, Gli-Sufu antag -2.9 and CCR6 antag 23.8.
`N#Cc1c(NC(=O)CSc2nc3ccccc3c(=O)n2Cc2ccco2)sc2c1CCCC2` gave UBC13 inh -2.3, CXCR6 block -2.8, APJ antagonist -1.4, APJ agonist -0.4, EBI2 antag 6.2, ATG4B inh -14.7, Gli-Sufu antag 3.6 and CCR6 antag 0.5.
`CCCN(CCC)C(=O)c1ccc2c(c1)N(CC)C(=O)c1ccccc1S2(=O)=O` gave UBC13 inh -2.3, CXCR6 block 2.8, APJ antagonist 11.8, APJ agonist -4.0, EBI2 antag -7.3, ATG4B inh -3.6, Gli-Sufu antag 3.2 and CCR6 antag 5.5.
Screening COc1ccc(OC)c(S(=O)(=O)N2CCC(C(=O)Nc3ccc(C)c(C)c3)CC2)c1 returned UBC13 inh 1.9, CXCR6 block 1.7, APJ antagonist -8.7, APJ agonist 1.9, EBI2 antag 4.3, ATG4B inh -23.8, Gli-Sufu antag 4.2 and CCR6 antag -0.9.
COc1ccc(NC2=C3CCCC=C3N(c3ccc(OC)cc3)C2=O)cc1 was read as UBC13 inh -5.1, CXCR6 block 9.5, APJ antagonist 10.6, APJ agonist -1.1, EBI2 antag 4.4, ATG4B inh -6.6, Gli-Sufu antag 6.4 and CCR6 antag 26.5.
Cc1ccc(-n2nc3c(=O)n(CC(=O)NCCC4=CCCCC4)nc(C)c3c2C)cc1 was read as UBC13 inh 1.8, CXCR6 block -6.7, APJ antagonist 18.2, APJ agonist 0.2, EBI2 antag 9.1, ATG4B inh 7.0, Gli-Sufu antag -10.8 and CCR6 antag 19.6.
COc1ccccc1NC(=O)c1ccc(NS(=O)(=O)c2cccc3cccnc23)cc1 was read as UBC13 inh -10.3, CXCR6 block 12.3, APJ antagonist -8.8, APJ agonist 3.3, EBI2 antag -1.1, ATG4B inh 9.1, Gli-Sufu antag -0.8 and CCR6 antag 0.0.
CCn1c(COc2cccc(C)c2C)nnc1SCC(=O)N1CCN(c2ccc(OC)cc2)CC1 was read as UBC13 inh 8.8, CXCR6 block -8.9, APJ antagonist -9.2, APJ agonist -3.4, EBI2 antag 9.8, ATG4B inh -8.7, Gli-Sufu antag 30.5 and CCR6 antag 4.2.
For CCOc1cc(NC(=S)NCCCN(C)C)c(OCC)cc1NC(=O)c1cccs1 the results were UBC13 inh 13.7, CXCR6 block 3.9, APJ antagonist 15.2, APJ agonist -4.6, EBI2 antag -2.7, ATG4B inh -3.7, Gli-Sufu antag 15.9 and CCR6 antag 5.2.
COC(=O)c1ccc(OC)c(OC2CCCC2)c1 was read as UBC13 inh -5.9, CXCR6 block -4.5, APJ antagonist -11.3, APJ agonist -0.4, EBI2 antag -10.2, ATG4B inh -3.9, Gli-Sufu antag 1.6 and CCR6 antag 3.0.
Screening c1csc(-c2nn3c(C4CCCCC4)nnc3s2)c1 returned CXCR6 block 1.4, EBI2 antag -8.9, ATG4B inh -3.6, Gli-Sufu antag -0.1 and CCR6 antag 7.4.
`COC(=O)/C=C/c1ccc2c(c1)S(=O)(=O)N(c1cccc(OC)c1)[C@H]2CC(=O)OC` gave UBC13 inh -1.4, CXCR6 block -1.4, APJ antagonist 9.0, APJ agonist 7.1, EBI2 antag -0.2, ATG4B inh -10.5, Gli-Sufu antag 29.9 and CCR6 antag 8.8.
COc1ccc2c(c1)C(=O)N1[C@H]3c4cc(OC)ccc4OC[C@@H]3[C@H](c3ccccc3)[C@]1(C)C(=O)N2 was read as UBC13 inh 2.5, CXCR6 block 9.0, APJ antagonist -0.6, APJ agonist 4.7, EBI2 antag 3.5, ATG4B inh -9.7, Gli-Sufu antag -0.6 and CCR6 antag -3.1.
Cc1ccc(-n2c(N)c(Br)c(=O)[nH]c2=O)cc1C was read as UBC13 inh -6.0, CXCR6 block 0.8, APJ antagonist 14.1, APJ agonist -1.2, EBI2 antag -4.0, ATG4B inh -3.1, Gli-Sufu antag 11.7 and CCR6 antag -1.2.
`CCOC(=O)c1sc(NC(=O)CSc2nc(-c3ccco3)cc(C(F)(F)F)n2)c(C(=O)OCC)c1C` gave CXCR6 block 2.5, EBI2 antag -17.1, ATG4B inh -2.1, Gli-Sufu antag 1.2 and CCR6 antag 14.0.
Screening CCSc1nnc(NC(=O)c2cnccn2)s1 returned UBC13 inh -7.9, APJ antagonist 4.7, APJ agonist -1.1, ATG4B inh -8.8, Gli-Sufu antag -7.3 and CCR6 antag 2.8.
`CCOC(=O)C1CCN(C(=O)C2CCN(S(=O)(=O)c3cc(Cl)ccc3Cl)CC2)CC1` gave UBC13 inh 5.0, CXCR6 block -1.8, APJ antagonist -5.3, APJ agonist -2.7, EBI2 antag 7.3, ATG4B inh -5.4, Gli-Sufu antag -2.5 and CCR6 antag 8.8.
`CC(=O)n1nc2nc(C)cc(C)c2c1N` gave UBC13 inh 1.8, CXCR6 block 6.3, APJ antagonist 24.2, APJ agonist -3.3, EBI2 antag -9.3, ATG4B inh -1.9, Gli-Sufu antag -11.5 and CCR6 antag -4.0.
For CC1CC(C)(C)Nc2ccc(N=O)cc21 (stereo not drawn) the results were CXCR6 block 12.0, EBI2 antag 12.7, ATG4B inh 3.0, Gli-Sufu antag 6.5 and CCR6 antag -4.8.
`COc1ccc(CN2CCNC(=O)C2CC(=O)NCc2cc(C)n(C)n2)c(F)c1` (stereo not drawn) gave UBC13 inh -6.4, CXCR6 block 5.7, APJ antagonist 13.0, APJ agonist -2.8, EBI2 antag -13.2, ATG4B inh 2.2, Gli-Sufu antag -6.1 and CCR6 antag 31.9.

Screening data as filed in PubChem BioAssay.
